High-throughput results: PubChem BioAssay, several laboratories
Glyco luc inh: N-linked glycosylation inhibition; D54 ERlucT glycosylation luciferase reporter, 24 h; percent of 100 nM tunicamycin response; reporter increase, % at 12.5 µM; 360,000 compounds, 0.23% hits;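 active = mean luciferase reporter signal, scaled so untreated is 0 and the glycosylation-blocking control 100, at or above a set limit in every replicate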;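 note: luciferase carries N-glycosylation sites so blocking glycosylation raises the light; 0% = median of neutral control wells and 100% = median of 100 nM tunicamycin wells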
NOD2-RIPK2 inh: NOD2-RIPK2 protein interaction inhibition; O43353; 360,000 compounds, 0.38% hits; AID 624267; inhibition, % at 4.98 µM; CHO BLA complementation NOD2-RIPK2, CCF4 ratio; in the data active = inhibition above about 21%;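 note: 0% = vehicle only and 100% = reference blocker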
ABHD5 PLIN5 PPI: blocks binding of human ABHD5 to perilipin-5. Q00G26+Q8WTS1. Split G. princeps luciferase complementation, luminescence, 4 h. inhibition, % at 4 µM. 360,000 compounds, 0.78% hits. AID 602281;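 active = inhibition above the mean inhibition across every tested compound plus 3 SD, cut at about 22% in these data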;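 note: 0% = DMSO only wells and the 100% control is not disclosed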
MC4R antag cAMP: human MC4R antagonism in cAMP assay. P32245. 360,000 compounds, 0.48% hits. inhibition, % at 6.5 µM. MC4R-expressing cells, MTII-stimulated cAMP, LANCE TR-FRET;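 active = inhibition above its plate's cutoff, the mean of tested wells on that plate plus 3 SD, cut at about 29% in these data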;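 note: 0% = Melanotan II alone and 100% = Melanotan II plus saturating MCL0020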
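System – human MC4R-expressing U2OS cells · Also added – Melanotan II · Dosing – one concentration, 6.5 µM nominal · Timing – 30-min compound, 1-h challenge, 1-h detection, room temperature · Measured by – Eu-cAMP/anti-cAMP TR-FRET, emission 671 nm · Replicates – singlicate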
Cardio protect: protects H9c2 cardiomyocytes from peroxide injury; H2O2 injury protection, ATPLite, 2 h; protection from H2O2 cell death, % at 20 µM; 360,000 compounds, 0.63% hits; AID 588492;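 active = compounds giving at least 50% protection of heart cells from peroxide-induced death in the single-dose screen, raw or plate-pattern-corrected value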;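 note: 0% = DMSO wells with peroxide and 100% = DMSO wells without peroxide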
MC4R barr agon: human MC4R agonism via beta-arrestin; 360,000 compounds, 0.98% hits; activation, % at 8.9 µM; AID 540308; U2OS MC4R beta-arrestin complementation, luminescence; percent of melanotan II response, DMSO zero; P32245;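 active = activation above a per-plate cutoff, the mean activation of sample wells on that plate plus 3 SD, cut at about 8% in these data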
TLR9-MyD88 inh: TLR9-MyD88 interaction inhibition; CHO BLA complementation TLR9-MyD88, CCF4 FRET ratio; Q9NR96+Q99836; inhibition, % at 4.98 µM; 340,000 compounds, 0.21% hits;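 active = inhibition above the mean over all tested compounds plus 3 SD, cut at about 21% in these data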;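 note: 0% = DMSO only wells and 100% = clavulanate BLA inhibitor control wells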
m5-HT2A agonist: agonists of mouse serotonin 5-HT2A receptor (HTR2A) | activation, % at 7.6 µM | CHO-K1 mHTR2A beta-arrestin complementation, luminescence; percent of 30 µM serotonin response | 360,000 compounds, 0.66% hits | P35363;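 active = activation above a run cutoff, the mean activation of all tested compounds plus 3 SD, cut at about 14% in these data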;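 note: 0% = plate median of compound wells and 100% = 30 µM serotonin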
NCOA2 inhibitor: human SRC2 (NCOA2) inhibition | AID 651957 | 370,000 compounds, 0.17% hits | HEK293 GAL4-SRC2 luciferase reporter, luminescence | inhibition, % at 9 µM;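 active = inhibition above the mean inhibition of all tested compounds plus 3 SD, set per campaign, cut at about 52% in these data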;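 note: 0% = DMSO treated cells and 100% = cells given Gossypol at 36 µM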
ABCB6 inh MLPCN: blocks the human ABCB6 transporter; Q9NP58; K562-ABCB6 porphyrin accumulation, flow cytometry, 1 h; active compounds read low; fluorescence ratio to DMSO, % at 10 µM; 360,000 compounds, 0.19% hits; AID 602162;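 active = fluorescence ratio to DMSO below 75%, the collection mean minus 3 SD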;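 note: signal is porphyrin accumulated inside mitochondria; 100% equals median channel fluorescence of DMSO control wells; lower ratio means ABCB6 inhibition with less porphyrin fluorescence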
Numbers without * were called inactive; nt = not tested or not shown.

nr | Molecule | Glyco luc inh | NOD2-RIPK2 inh | ABHD5 PLIN5 PPI | MC4R antag cAMP | Cardio protect | MC4R barr agon | TLR9-MyD88 inh | m5-HT2A agonist | NCOA2 inhibitor | ABCB6 inh MLPCN
1 | O=c1cnc2ccccc2n1Cc1ccccc1 | -1.6 | 4.8 | 1.5 | 6.9 | -1.5 | -0.3 | -16.2 | -2.5 | -1.2 | 99.0
2 | Cc1cccc(N2CCN(C(=O)CCNS(=O)(=O)c3ccc4c(c3)oc(=O)n4C)CC2C)c1 (configuration not stated) | -0.9 | -27.7 | -2.1 | 7.8 | -6.9 | -3.8 | -7.6 | 0.5 | 14.0 | 100.0
3 | COc1cc(OC)cc(C(=O)N/N=C/c2ccc(OC)c(COc3ccc(F)cc3)c2)c1 | 16.2 | 2.6 | -2.3 | -3.1 | 4.4 | -2.7 | -3.5 | -3.8 | 1.7 | 93.0
4 | COc1ccc(C(=O)NNC(=O)Cc2nc3nc(C)cc(C)n3n2)cc1 | 0.6 | -5.8 | 1.1 | 1.7 | 0.6 | -0.2 | -3.9 | 9.1 | 2.6 | 99.0
5 | CCOC(=O)n1c(=O)n(Cc2ccc(Cl)c(Cl)c2)c2ccccc21 | -3.7 | -8.3 | -12.1 | 6.2 | -9.1 | 0.1 | 1.2 | 0.2 | -9.3 | 99.0
6 | O=C(COc1ccccc1-c1ccccc1)c1ccccc1 | 0.4 | 2.1 | -0.4 | -4.9 | 3.2 | -1.0 | -3.3 | -3.9 | -3.1 | 96.0
7 | O=C(CN1C(=O)c2ccccc2S1(=O)=O)Nc1ccc(S(=O)(=O)N2CCCCCC2)cc1 | 1.9 | 2.6 | -4.3 | 4.0 | -3.1 | 0.2 | 3.6 | -3.0 | -2.7 | 98.0
8 | O=C(c1cc(-c2ccco2)nc2ccccc12)N1CCCC(C(F)(F)F)C1 (configuration not stated) | -0.8 | -5.0 | 11.5 | 8.6 | 8.5 | -4.2 | -9.0 | 3.6 | 31.3 | 94.0
9 | C=CC[C@]12CC=CC(=O)[C@@]1(O)O[C@H](c1ccc(OC)c(OC)c1)[C@H]2C | 8.1 | -15.8 | 27.0* | 3.2 | -2.2 | 0.3 | -5.2 | 6.7 | 36.2 | 93.0
10 | CC1(C)NC(=O)N(CC(=O)Nc2cc(C(F)(F)F)cc(C(F)(F)F)c2)C1=O | 1.2 | -5.9 | 6.0 | 0.8 | -2.5 | -1.9 | -6.6 | 0.7 | 4.8 | 95.0
11 | O=C(Nc1ccn(-c2ccccc2)n1)c1ccccc1Br | -1.3 | -6.2 | -0.2 | -2.1 | -0.4 | -0.8 | -3.5 | -1.0 | -34.9 | 96.0
12 | c1ccc(-c2csc(Cc3nnc4n3CCCCC4)n2)cc1 | 0.1 | -4.3 | 6.9 | 2.1 | -5.1 | 0.3 | 8.1 | 0.0 | 1.6 | 97.0
13 | COc1cccc(NC(=O)COC(=O)CNC(=O)C2CCCCC2)c1 | 1.5 | -1.6 | 0.1 | 17.1 | 5.0 | 0.1 | -2.5 | -5.3 | -28.1 | 99.0
14 | CCCN1CCN(C(=O)c2nn(-c3ccc(OC)cc3)c(=O)c3c2c2ccccc2n3C)CC1 | 2.2 | -10.4 | -1.1 | 0.7 | 7.5 | 0.3 | -7.1 | 11.2 | 8.8 | 100.0
15 | Cc1ccc(S(=O)(=O)NNc2ccccc2)c(C)c1 | 1.6 | -3.1 | -5.4 | 14.3 | 4.2 | 0.1 | 2.0 | -3.6 | -3.8 | 97.0
16 | O=c1cc(NCc2ccccc2)c2ccccc2o1 | -2.3 | -6.5 | 1.8 | 2.8 | -5.9 | -2.0 | -0.9 | -8.0 | -13.5 | 94.0
17 | CC(=O)Nc1ccccc1NC(=O)C/C(C)=N/NC(=O)c1ccc([N+](=O)[O-])c(Cl)c1 | 3.6 | -0.8 | 1.0 | 20.0 | -0.1 | 1.7 | -10.5 | 0.8 | -21.5 | 101.0
18 | Cc1ccc(C2(C)NC(=O)N(CC(=O)Nc3ccc(Cl)c(S(=O)(=O)N4CCCCC4)c3)C2=O)cc1 (configuration not stated) | 0.0 | -0.4 | -8.0 | 10.8 | -6.1 | -0.9 | 5.8 | 3.7 | -1.7 | 99.0
19 | Cc1ccc(N/N=C/c2ccc3c(c2)OCCO3)cc1Cl | -8.4 | 9.3 | -5.2 | 28.4 | 5.6 | 0.8 | 4.1 | -2.5 | -78.6 | 99.0
20 | O=C(C1CCCC1)N(c1ccccc1)C1C=CS(=O)(=O)C1 (configuration not stated) | -0.7 | -8.2 | 1.9 | 14.0 | 7.6 | 0.1 | -7.3 | -1.3 | 1.3 | 106.0
21 | COC(=O)C1=CN(c2ccc(N3CCOCC3)cc2)C(N)=C(C#N)C1c1cccc(OC)c1OC (configuration not stated) | nt | -18.1 | -7.7 | nt | nt | nt | nt | 0.1 | 0.2 | nt
22 | Cc1sc2ncnc(N3CCN(Cc4ccccc4)CC3)c2c1-c1ccccc1 | -10.1 | -6.0 | 1.6 | 14.5 | 0.2 | 4.1 | 4.8 | 2.4 | 20.7 | 96.0
23 | Cc1ccc(C(=O)CSc2nnnn2-c2ccccc2)o1 | -0.8 | -0.2 | -1.4 | 5.1 | 3.9 | -3.6 | 2.5 | 8.1 | -13.6 | 95.0
24 | CCSc1nc2nccnc2c(=O)[nH]1 | 1.2 | -8.6 | 5.2 | -0.4 | -2.5 | -0.3 | -5.5 | -3.4 | 4.3 | 99.0
25 | Cc1nc2ccc(S(=O)(=O)CCC(=O)NCCc3ccccc3)cc2s1 | -1.4 | 2.6 | -2.1 | 8.9 | -8.4 | -1.2 | nt | -4.6 | 2.0 | 99.0
26 | COc1ccc(CCNC(=O)Cc2ccc(C)cc2)cc1OC | -0.5 | -1.9 | 12.0 | -0.7 | -5.6 | 1.9 | 12.4 | 0.7 | -14.9 | 99.0
27 | Cc1cccc(N(CC(=O)Nc2ccc(F)cc2)S(C)(=O)=O)c1 | 0.1 | -20.5 | -0.6 | 6.7 | 0.4 | -0.8 | -7.5 | -1.9 | -9.6 | 99.0
28 | COc1ccc(CCC(=O)Nc2ccc(S(=O)(=O)Nc3nccc(C)n3)cc2)cc1 | 0.3 | -2.3 | -8.0 | -0.6 | 1.9 | 0.4 | 2.3 | 3.0 | -28.8 | 95.0
29 | O=C(NCc1ccco1)C(c1ccccc1)N(C(=O)Cc1cccs1)c1ccccc1F (configuration not stated) | -2.6 | 3.6 | -3.4 | 4.6 | 75.0* | 0.1 | -2.2 | -2.0 | -0.4 | 96.0
30 | CN(C1CCCCC1)S(=O)(=O)c1ccc(S(=O)(=O)N(CC(=O)Nc2ccccc2)C2CC2)cc1 | -4.5 | 12.8 | 3.1 | 12.6 | 8.4 | -0.7 | 4.2 | -3.5 | 5.7 | 97.0
31 | CN1CCN(C(=O)/C=C/c2c(F)cccc2Cl)CC1 | -1.4 | -3.4 | -5.1 | -0.3 | 1.6 | -1.6 | -2.7 | -6.2 | -19.9 | 99.0
32 | O=S(=O)(c1cc(Cl)ccc1Cl)N1CCC2(CC1)OCCO2 | 2.9 | 3.2 | -2.9 | 14.5 | 0.7 | -3.0 | 2.6 | 0.2 | 3.0 | 100.0
33 | CCOC(=O)c1c(NC(=O)COC(=O)CNC(=O)c2ccco2)sc(C(C)=O)c1C | 5.0 | -3.2 | 3.9 | 8.4 | 2.2 | -0.9 | 0.1 | -1.6 | -2.6 | 94.0
34 | CSc1n[nH]c(=O)n1-c1ccc(Cl)cc1 | 0.7 | 3.9 | 5.1 | 3.7 | -6.1 | 1.4 | 6.3 | -0.6 | -13.1 | 93.0
35 | O=C(NCc1ccccn1)c1ccccc1OCc1ccc(F)cc1 | -0.9 | -3.2 | -2.7 | -3.1 | 7.8 | -0.2 | -2.5 | -4.1 | 2.2 | 90.0
36 | O=S(=O)(N/N=C/c1ccc2c(c1)OCCO2)c1ccc(Cl)cc1 | -2.6 | -0.8 | -0.9 | 0.5 | -3.1 | -0.6 | 11.0 | -1.6 | nt | 97.0
37 | O=C(NC1CCCCC1)C(c1ccc(F)cc1)N(Cc1cccs1)C(=O)CN1C(=O)c2ccccc2S1(=O)=O (configuration not stated) | -1.3 | -2.2 | -3.1 | 0.9 | 11.3 | -1.2 | 2.8 | -0.7 | -14.9 | 100.0
38 | O=C(CSc1nnc(-c2cccc(F)c2)o1)Nc1nncs1 | 0.8 | -3.7 | 0.0 | -3.8 | 8.7 | -0.4 | 5.5 | 2.5 | -12.9 | 101.0
39 | CCOC(=O)c1cc(-c2ccccc2)sc1NC(=O)C(C)OC(=O)c1cccc(S(=O)(=O)N(C)C)c1 (configuration not stated) | -6.5 | -17.0 | -4.0 | 11.1 | -0.2 | -1.6 | 11.3 | 2.5 | -12.4 | 95.0
40 | C[C@@H](NC(=O)Cn1ccc(N)nc1=O)c1cccc2ccccc12 | 0.3 | -5.4 | -4.6 | -1.0 | -5.6 | 0.2 | -0.9 | 3.8 | -22.4 | 94.0
41 | CC(C)c1nnc(NC(=O)CCC(=O)NC2CC2)s1 | 0.6 | -10.2 | 0.0 | 4.7 | -3.0 | -1.1 | -7.9 | -3.0 | -24.6 | 96.0
42 | C=CCc1cccc2cc(C(=O)Nc3ccccc3C(=O)O)c(=O)oc12 | 1.3 | -25.4 | -0.8 | 1.5 | 3.8 | 3.0 | nt | 13.0 | -0.1 | 101.0
43 | CN(C)c1ccc(-c2nnn(Cc3ccccc3Br)n2)cc1 | -3.7 | -3.5 | -0.7 | 10.6 | -15.8 | -2.3 | 8.1 | -4.1 | -15.0 | 98.0
44 | CCCN(CCC)c1nc(NC2CCN(C(=O)OCC)CC2)nc(OC)n1 | -2.2 | 7.2 | -2.3 | -16.6 | -22.3 | 2.2 | 5.3 | -2.2 | -8.6 | 87.0
45 | NC(Cc1ccc(Cl)cc1)c1csc(NC(=O)Nc2ccccc2)n1 (configuration not stated) | -3.7 | 9.5 | -3.3 | 1.4 | -19.0 | 20.2* | nt | -0.1 | 14.9 | 99.0
46 | COc1ccc(CN2C(=O)c3ccccc3C(/C=N\OCc3ccc(C)cc3)C2=O)cc1 (configuration not stated) | 0.5 | -2.0 | -0.7 | 5.5 | 26.0 | -1.7 | 8.4 | 1.1 | -13.0 | 102.0
47 | COc1cc(OC)c(C(=O)OC(C)C(=O)NCc2ccc3c(c2)OCO3)cc1OC (configuration not stated) | 2.6 | 3.1 | -3.8 | 14.0 | 1.4 | -3.0 | 1.8 | -0.6 | -7.9 | 94.0

These rows are one share of the data. The share of hits here may be higher or lower than overall.
